Compound activity from PubChem BioAssay.
BRCA1 expr up = activators of BRCA1 expression; Potency, µM (titrated, usually from 46.1 µM), for inactives: top-dose activation, most hits filed as activators; MCF7-BRCA1-FFLuc reporter, luminescence, 48 h; response scale: scaled: vehicle 0%, 10 µM genistein 100%; actives 1.1% (n = 380,000); active = well fitted activation curve with a large enough effect; inconclusive = small, poorly fitted or top-dose-only effect; inactive = no such curve, though single readings can be large or run the other way; also: nearly all actives have a fitted effect of over 80% in size; some results filed as inactive show a strong effect at the top dose
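MCF7 cells carrying a BRCA1-firefly luciferase reporter (2000 cells/well, phenol-red free MEM) were attached for 2 h at 37 °C, then given compounds for 48 h. Luminescence was read 15 min after luciferase reagent; activity normalized to genistein (10 microM) and DMSO.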
An asterisk follows results filed as active; ? = inconclusive; [ ] = another dose, or the depositor's remark. Potency is read from the fitted curve at half-maximal effect. This is a subset (hit frequency here may not be typical).

SMILES	BRCA1 expr up
CN(C)c1ccc(C2CCc3ccccc3N2C(=O)c2ccccc2)cc1 (configuration not stated)	-8%
O=C(CSc1nc2c([nH]c3ccccc32)c(=O)n1-c1ccc(Cl)cc1)NCc1ccccc1	-3%
Cc1ccc(-c2csc(C(O)c3ccc(F)c(F)c3)n2)cc1C (configuration not stated)	16%
CC1(C(=O)Nc2cccc(C(F)(F)F)c2)Cc2c(-c3cccc(C(N)=O)c3)ccnc2O1 (configuration not stated)	-41%
CCCNC(=O)C1(C)CCCN(C(=O)Cc2ccc3ccccc3c2)C1 (configuration not stated)	20%
COc1ccccc1C(=O)N(Cc1nc(-c2cccc(C)c2)no1)C(C)C	-4%
Brc1cccc(-c2nc3ccc(Br)cn3c2Cc2ccccc2)c1	20%
CCCCCc1c(-c2ccc(OC)cc2)ncn1CCc1ccccc1OC	-50%
CCc1ccc(NC(=O)CCCOc2cc(=O)n(C)c3ccccc23)cc1	-32%
Cc1ccc(OCCSc2nc3ccccc3n2CC(=O)NC(C)C)cc1	0%
CC(=O)c1ccc(NS(=O)(=O)c2ccc(Br)s2)cc1	6%
COc1cccc(S(=O)(=O)N2CCN(c3nc(-c4cccs4)nc4ccccc34)CC2)c1	0%

4 entries already listed, ordered by number of heavy atoms, highest first:
SMILES	BRCA1 expr up
CC1(C(=O)Nc2cccc(C(F)(F)F)c2)Cc2c(-c3cccc(C(N)=O)c3)ccnc2O1 (configuration not stated)	-41%
COc1ccccc1C(=O)N(Cc1nc(-c2cccc(C)c2)no1)C(C)C	-4%
CCCNC(=O)C1(C)CCCN(C(=O)Cc2ccc3ccccc3c2)C1 (configuration not stated)	20%
Cc1ccc(-c2csc(C(O)c3ccc(F)c(F)c3)n2)cc1C (configuration not stated)	16%

Returning to the listing, starting 2 compounds before the break.
SMILES	BRCA1 expr up
CC(=O)c1ccc(NS(=O)(=O)c2ccc(Br)s2)cc1	6%
COc1cccc(S(=O)(=O)N2CCN(c3nc(-c4cccs4)nc4ccccc34)CC2)c1	0%
CCOc1ccc(CCn2c3c(c(=O)[nH]c2=O)C(NC(=O)c2cccc(F)c2)(C(F)(F)F)C(=O)N3)cc1OCC (configuration not stated)	13%
COC(=O)CCCn1cc(CN2CC(N3CCCC3)CS2(=O)=O)nn1 (configuration not stated)	1%
COc1ccc2c(c1)c1c(c(=O)n(-c3ccc(F)c(Cl)c3)c(=O)n1Cc1cccc(C)c1)n2C	12%
CCOc1ccccc1NC(=O)CN1C(=O)C2(SCC(=O)N2c2cccc(F)c2)c2ccccc21 (configuration not stated)	18%
CCCN(C(=O)c1cc2c(=O)[nH]c3ccc(C)cc3c2s1)c1ccc(CC)cc1	2%
Cc1ccc(NC(=O)c2ccc3c(=O)n4nc(Nc5ccccc5C)sc4nc3c2)cc1C	6%
COc1ccc(-c2nc3c4ccccc4ccn3c2Cc2ccsc2)cc1OC	-48%
CCc1ccc(NC(=O)C(=O)NCCc2sc(-c3ccc(C)cc3)nc2C)cc1	7%
Cc1noc(C)c1-c1ccc(C(=O)NCC(C)C)c2occc12	-24%
COCCCNC(=O)c1ccc2c(c1)N=C(C)c1c(C)ccc(C)c1S2	-68%
CCOc1ccc(CCNC(=O)c2cc3c(-c4ccccc4F)nn(C)c3s2)cc1	5%
NC(Cc1ccc(C(F)(F)F)cc1)c1csc(NC(=O)Nc2ccccc2Cl)n1 (configuration not stated)	0%
COCCN1C(=O)CCC1(C)C(=O)NC1CCCCC1 (configuration not stated)	12%
CC1=C(C(=O)N2CCCCCC2)CC(CC(=O)NCCCCc2ccccc2)C(=O)N1CCC1=CCCCC1 (configuration not stated)	-18%
CC(C)N1CCC(C)(C(=O)Nc2cc(-c3ccccc3)nn2C)C1 (configuration not stated)	-26%
COC(=O)c1ccc2nc(-c3ccc(F)cc3)c(Cc3ccccc3OC)n2c1	-2%
Cc1ccc(-c2nn(-c3ccccc3)c3c2cnc2ccccc23)cc1C	15%
Cc1ccc(-c2nc3ccc(C)cn3c2Cc2ccsc2)cc1	90%
COc1ccccc1NC(=O)C1=C(C)Nc2ncnn2C1c1sccc1C (configuration not stated)	2%
CCCCCn1cc2c(c1-c1ccc(Br)cc1)c(=O)n(C)c(=O)n2C	-18%
CC(C)n1nnnc1C1c2ccccc2C(=O)N1CCCN1CCOCC1 (configuration not stated)	5%
CC1(C(=O)NCc2ccco2)Cc2c(-c3cccc(C(N)=O)c3)ccnc2O1 (configuration not stated)	-48%
CCOC(=O)COc1ccc(F)cc1C(=O)c1ccn2nc(-c3ccc(Cl)cc3)cc2n1	9%
CCOc1ccc(-c2noc([C@@H]3O[C@H](CO)[C@@H](O)[C@H]3O)n2)cc1	0%

In another format: 6 of the compounds above.
| smiles | BRCA1 expr up |
| --- | --- |
| CC1=C(C(=O)N2CCCCCC2)CC(CC(=O)NCCCCc2ccccc2)C(=O)N1CCC1=CCCCC1 (configuration not stated) | -18% |
| CCCCCn1cc2c(c1-c1ccc(Br)cc1)c(=O)n(C)c(=O)n2C | -18% |
| Cc1ccc(-c2nn(-c3ccccc3)c3c2cnc2ccccc23)cc1C | 15% |
| COc1ccccc1NC(=O)C1=C(C)Nc2ncnn2C1c1sccc1C (configuration not stated) | 2% |
| CC(C)n1nnnc1C1c2ccccc2C(=O)N1CCCN1CCOCC1 (configuration not stated) | 5% |
| CC1(C(=O)NCc2ccco2)Cc2c(-c3cccc(C(N)=O)c3)ccnc2O1 (configuration not stated) | -48% |

The list continues:
SMILES	BRCA1 expr up
CSc1ccccc1NC(=O)C1(C)CCN1C(=O)Cc1ccc(Cl)cc1Cl (configuration not stated)	0%
COCc1nnc(NC(=O)C2CCN(C(=O)c3ccccc3)CC2)s1	0%
O=C(OCc1ccccc1)N1CCC2CC1c1ccc(/C=C/CCCCl)cc12 (configuration not stated)	?
CCCS(=O)(=O)NC(=O)C1(C)CCCN(C(=O)COCc2ccccc2)C1 (configuration not stated)	-8%
CC1=C(C(=O)Nc2ccccc2C)C(c2ccncc2)n2nc(SCc3ccccc3Cl)nc2N1 (configuration not stated)	8%
O=S1(=O)N[C@H](Cc2ccccc2)COc2cccc(N3CCC[C@@H]3CO)c21	9%
COCCNc1nc(NCC2CCCCC2)c2sc(-c3ccccc3)cc2n1	-37%
O=C(NCc1ccccc1Cl)c1ccc2oc(=O)n(Cc3ccccc3)c2c1	-25%
CCn1nc(-c2ccccc2C)nc2c(=O)n(C)c(=O)nc1-2	-78%
COc1cccc(-c2nn3c(=O)cc(CN4CCN(C(=O)/C=C/c5ccccc5)CC4)nc3s2)c1	0%
CCOC(=O)c1ccc(-n2c(-c3ccc(C)cc3)c(C)n3c4c(=O)n(C)c(=O)n(C)c4nc23)cc1	8%
Fc1ccc(CNc2ncnc3onc(-c4ccc(F)cc4)c23)cc1	-18%
O=S1(=O)CC(N2CCN(CCO)CC2)CN1Cc1cn(Cc2ccccc2C(F)(F)F)nn1 (configuration not stated)	9%
Cc1ccc(F)c(S(=O)(=O)NC(=O)C2(C)CCN2C(=O)c2ccco2)c1 (configuration not stated)	0%
CCCCC[C@H](C)N1C[C@@H](COCc2ccccc2)Oc2cc(N3CCC[C@H]3CO)ccc2S1(=O)=O	-46%
CC1CCN(S(=O)(=O)c2ccc3c(c2)N(CC(=O)N2CCN(c4ccccc4)CC2)C(=O)CO3)CC1	-7%
CC(C)c1ccc(/C=C/C(=O)Nn2cnnc2)cc1	0%
COc1cccc(-n2c(C)nc3c(cnn3-c3ccc(C)c(C)c3)c2=O)c1	38%
CC1(Cc2ccc(C(F)(F)F)nc2)C(=O)Nc2cc(-c3ccccc3Cl)ccc21 (configuration not stated)	-27%
CCCCCCN1CCN(C2CN(Cc3cn(Cc4cc(C)cc(C)c4)nn3)S(=O)(=O)C2)CC1 (configuration not stated)	0%
COCCN1C[C@@H](CO)O[C@@H](n2cnc3c(N4CCOCC4)ncnc32)C1	0%
CC(=O)N1CCCC1c1nc2ccccc2n1Cc1cccc(Cl)c1 (configuration not stated)	17%
COc1ccc(-c2csc(C(NC(C)=O)c3ccccc3)n2)cc1 (configuration not stated)	9%
CCNC(=O)c1cc2c(c(-c3cccc(-c4ccccc4F)c3)n1)[C@H](CCO)N(C(=O)CC)C2	-44%
Cc1ccc(S(=O)(=O)NC(=O)C2(C)CCN2C(=O)Cc2ccc(-c3ccccc3)cc2)nc1 (configuration not stated)	14%
COc1ccc(OC)c(C2c3c(-c4ccc(Br)cc4)n[nH]c3C(=O)N2c2ccc(Cl)cc2)c1 (configuration not stated)	-71%
CCOC(=O)CSc1nc2c(sc3ccccc32)c(=O)n1Cc1ccc(C)cc1	19%
CC1(C)CC(NCc2ccccc2)=CC(=S)N1	-10%
CCOC1=C2CN(S(=O)(=O)c3ccc(C)cc3)[C@H](c3ccccc3)C[C@@H]2N(S(=O)(=O)c2ccccc2C)[C@H](c2ccccc2)C1	-19%
CC1Nc2ncnc(N3CCc4ccccc4C3)c2N(Cc2ccccc2)C1=O (configuration not stated)	-12%
COc1ccc(OCCN2CCC(C(=O)NC(c3ccccn3)c3ccccc3OC)CC2)cc1 (configuration not stated)	11%
OC(c1ccccc1)c1nc(-c2cnc3ccccc3c2)cs1 (configuration not stated)	?
CCOc1ccc(NC(=O)c2nc(S(=O)(=O)Cc3ccccc3)ncc2Cl)cc1	-78%
CCN(CC)c1ccc(NS(=O)(=O)c2ccc(-c3coc(C)n3)cc2)c(C)c1	-19%
CC(C)CC(=O)Nc1ccc2nc(SCC(=O)N3CCc4ccccc43)sc2c1	0%
CCOC(=O)C1=CCN(S(=O)(=O)c2ccccc2C)C1c1ccc(Cl)c(Cl)c1 (configuration not stated)	-26%
CCOC(=O)c1c(C)nsc1NC(=O)C1(C)CCN1C(=O)CC (configuration not stated)	1%
CCc1nc2c(OCc3ccc(C#N)cc3)cccn2c1N(C)C(=O)c1ccc(C)cc1	-9%
CC(C)(C)c1ccc(CC(=O)N2CCC2(C)C(=O)Nc2ccc3[nH]ncc3c2)cc1 (configuration not stated)	-34%
COc1ccccc1/C=C/c1nc2ccccc2s1	24%
CC(OC(=O)c1ccccc1OCCOc1ccccc1)C(=O)Nc1ccc(Br)cc1 (configuration not stated)	16%
COc1ccc(NC(=O)c2cc(C3CCCCN3C(=O)c3ccc(Cl)cc3)on2)c(C)c1 (configuration not stated)	0%
O=C1CC(c2ccco2)Cc2[nH]c(=O)c(C(=O)Nc3ccccc3)cc21 (configuration not stated)	-8%
CCCC(=O)N1CCOCC1c1cc(C(=O)NCc2ccccc2)no1 (configuration not stated)	11%
O=C(NCC1CC1)C1Cc2c(-c3ccc4c(c3)OCO4)ccnc2O1 (configuration not stated)	-39%
CCOC(=O)C1=C[C@@H](C(C)(C)C)N(S(=O)(=O)c2ccc(C)cc2)[C@H]1c1ccc(OC)cc1	-13%
CCC(C(=O)Nc1cc(OC)ccc1OC)n1c(C)c2cnn(-c3ccccc3)c(=O)c2c1C (configuration not stated)	0%
CC(CC(=O)NCc1ccc(Cl)cc1Cl)CC1=NS(=O)(=O)c2ccccc2N1 (configuration not stated)	0%
Cn1c(=S)[nH]c2cc(C(=O)N3CCN(C(=O)c4ccccc4)CC3)ccc2c1=O	0%
CCOC(=O)[C@]12Cc3c(cc(OC)c(OC)c3OC)[C@H]1N(Cc1ccccc1)C(=O)c1cc(F)c(F)cc12	-19%
Clc1ccc2nc(-c3ccc(Br)o3)c(Nc3ccc4c(c3)OCCO4)n2c1	1%
Cc1cc2nc(C3CCCCC3)c(CC(C)(C)C)n2c(C)c1Br	24%
Nc1[nH]c(C(=O)c2ccccc2)c(-c2ccccc2C(F)(F)F)c1C(=O)NCc1cccc2ccccc12	12%
O=Cc1ccc(/C=C2\C=Cc3ccccc32)cc1	-75%[inhibitor]
CCCCC(=O)Nc1ccc2nc(SCC(=O)N3CCc4ccccc43)sc2c1	8%
COc1cccc(NC(=O)C2(C)CCN2Cc2cccc(OC)c2F)c1 (configuration not stated)	-7%
CCc1ccc(NC(=O)c2sc3nc(C)cc(C)c3c2NC(=O)c2ccccc2)cc1	0%
O=C(CNC1=NCCS1)c1c[nH]c2ccccc12	-24%
CC1=C(C(=O)N(C)C)CC(CC(=O)NCc2cccs2)C(=O)N1Cc1ccc(F)cc1 (configuration not stated)	6%
CCN(CC)c1ccc(-c2nc(-c3ccco3)no2)cc1[N+](=O)[O-]	0%

Four entries picked at random from the list so far:
SMILES	BRCA1 expr up
COCCNc1nc(NCC2CCCCC2)c2sc(-c3ccccc3)cc2n1	-37%
COc1ccc(-c2nc3c4ccccc4ccn3c2Cc2ccsc2)cc1OC	-48%
CC(C)N1CCC(C)(C(=O)Nc2cc(-c3ccccc3)nn2C)C1 (configuration not stated)	-26%
COC(=O)c1ccc2nc(-c3ccc(F)cc3)c(Cc3ccccc3OC)n2c1	-2%

Next results
SMILES	BRCA1 expr up
N#Cc1ccc(-c2ccc3nccn3c2)cc1	17%
COc1cccc(C(O)c2nc(-c3ccccc3OC)cs2)c1 (configuration not stated)	0%
CCCC(=O)Oc1ccc2[nH]c(C(=O)c3cc4ccccc4[nH]3)cc2c1	0%
CC(O)(c1cccc(F)c1)c1nc(-c2csc3ccccc23)cs1 (configuration not stated)	-27%
Cc1c(Cl)cccc1NC(=O)CSc1nc(=O)n(Cc2ccccn2)c2c1CCC2	-1%
O=c1[nH][nH]c2c1[C@H](C1CCCC1)O[C@H](CCc1ccccc1)C2	-3%
COC(=O)c1ccc2nc(-c3ccc(F)cc3)c(CC3CCCCC3)n2c1	-22%
COCCNC(=O)C1CCCN(C(=O)Cc2cccc3ccccc23)CC1 (configuration not stated)	-4%
COc1ccc(NC(=O)CSc2nc(-c3ccco3)cc(C(F)(F)F)n2)c(OC)c1	1%
Cc1nc([N+](=O)[O-])cn1CC(O)c1ccc2c(c1)OCCO2 (configuration not stated)	0%
O=c1c2sc3ccccc3c2n(Cc2ccc(F)cc2Cl)c(=O)n1Cc1ccccc1	0%
Fc1ccc(-c2cc(-c3ccccc3)c3c(n2)-c2cc(F)ccc2OC3)cc1	9%
